Source: PubChem BioAssay
AMA1 RON2 block = AMA1-RON2 (P. falciparum) interaction inhibition; AlphaScreen AMA1-biotinylated RON2 peptide binding; Potency, µM (titrated, usually from 58.2 µM), inactives show top-dose activity change, negative = inhibition, usual class: inhibitors; hit rate 0.2% among 360,000;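 further: potency means the concentration at half of the fitted maximal effect; 0% = vehicle wells and -100% = peptide control; nearly all actives have a fitted effect of over 45% in size; some results filed as inactive show a strong effect at the top dose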
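AMA1 (3D7) with his tag at 25 nM final met compounds first, then biotinylated RON2 peptide at 25 nM; detection used donor plus acceptor beads, 10 µg/mL apiece, read by AlphaScreen after 30 min at room temperature.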
Giardia FBPA inh = blocks Giardia fructose-bisphosphate aldolase activity; A8B2U2; purified Giardia FBPA; Potency, µM (series often up to 59.6 µM), inactives show at the top dose activity, negative = inhibition, hits mostly inhibitors; hit rate 0.71% among 290,000; AID 2451; further: potency means the concentration at half of the fitted maximal effect; nearly all actives have a fitted effect of over 55% in size
Target sequence (A8B2U2 whole entry, looked up): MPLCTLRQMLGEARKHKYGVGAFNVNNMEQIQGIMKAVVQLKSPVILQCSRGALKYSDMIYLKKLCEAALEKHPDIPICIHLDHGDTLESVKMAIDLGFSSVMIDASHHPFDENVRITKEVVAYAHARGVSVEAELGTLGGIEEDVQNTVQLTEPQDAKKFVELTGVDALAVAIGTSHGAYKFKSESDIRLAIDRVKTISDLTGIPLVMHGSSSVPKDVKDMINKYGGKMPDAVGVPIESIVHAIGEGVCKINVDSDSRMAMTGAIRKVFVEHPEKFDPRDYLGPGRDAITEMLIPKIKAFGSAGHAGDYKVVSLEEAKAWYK
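40 nM FBPA preincubated 10 min at RT with compound (up to 57.5 uM final), then substrate plus GAPDH/TPI/NAD/arsenate coupling and diaphorase/resazurin added. Fluorescence read after 20 min at RT, 525/598 nm.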
HCV inh = HCV inhibition; Huh7.5.1 HCVcc-Cre infection, luciferase reporter, 44 h; Potency, µM (series often up to 41.8 µM), for the others: top-dose activity change, negative = inhibition, hits mostly inhibitors; hit rate 3.4% among 340,000; AID 651820; further: potency means the concentration at half of the fitted maximal effect
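Cells (1,000/well) were plated 4 h before compound, then infected with HCVcc-Cre virus (~0.5 moi). After 44 h further culture, infection was read as luciferase luminescence following a 15 min substrate incubation at room temperature.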
AmpC inh detg = blocks E. coli AmpC beta-lactamase in detergent assay; P00811; AmpC hydrolysis of nitrocefin, absorbance 480 nm, 0.01% Triton; Potency, µM (top dose mostly 114 µM), without a hit: at the highest dose activity change, negative = inhibition, actives largely listed as inhibitors; hit rate 0.041% among 370,000; AID 485294;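 further: potency means the concentration at half of the fitted maximal effect; 0% = no-compound wells and -100% = no-enzyme wells; nearly all actives have a fitted effect of over 25% in size; some results filed as inactive show a strong effect at the top dose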
Target sequence (P00811 whole entry, looked up): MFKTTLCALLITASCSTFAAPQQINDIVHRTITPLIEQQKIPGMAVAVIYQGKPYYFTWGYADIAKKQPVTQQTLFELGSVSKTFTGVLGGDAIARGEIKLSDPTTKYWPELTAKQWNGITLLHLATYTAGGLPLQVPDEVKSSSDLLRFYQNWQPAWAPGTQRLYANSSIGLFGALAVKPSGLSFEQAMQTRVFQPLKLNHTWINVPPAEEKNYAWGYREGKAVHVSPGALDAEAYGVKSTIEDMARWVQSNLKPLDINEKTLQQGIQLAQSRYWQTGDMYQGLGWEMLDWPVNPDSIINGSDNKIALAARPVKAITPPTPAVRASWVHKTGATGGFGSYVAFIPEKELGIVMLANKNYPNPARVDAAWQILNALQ
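20 mM phosphate pH 7.0 + 0.01% (detergent screen) or 0.0001% Triton X-100; 5.3 nM AmpC reagent; cpd preinc 15 min RT; nitrocefin (800 uM stock) to start; A480 q20 s × 4 min; Activity was normalised to no-enzyme and no-compound control wells.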
HCMV inh = inhibitors of human cytomegalovirus; HFF cells, HCMV-luciferase reporter, 72 h; stronger effect = lower value; activity change, negative = inhibition, % at 57.5 µM; hit rate 4.5% among 410,000; AID 1259415; in the data active means activity change below about -60%; inconclusive means no clear call, values can overlap the other calls; inactive means above about -39%
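Two-dose cell screen: HFF monolayers treated with compounds and infected with luciferase-expressing HCMV at 1 PFU/cell, 72 h at 37C, then lysed for luciferase measurement.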
Sm TGR block = inhibitors of Schistosoma mansoni thioredoxin glutathione reductase | Q962Y6 | purified TGR, DTNB reduction, TNB absorbance 405 nm | Potency, µM (top dose mostly 114 µM), without a hit: at the highest dose activity change, negative = inhibition, actives largely listed as inhibitors | hit rate 3% among 360,000; further: potency means the concentration at half of the fitted maximal effect; nearly all actives have a fitted effect of over 60% in size
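TGR 20 nM + NADPH 100 uM (dispensed conc.), cpd preinc 15 min RT; start with NADPH (500 uM addition) then DTNB (15 mM addition). Kinetic TNB absorbance, 405 nm filter. Four-parameter Hill fit across titration.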
* marks the source's active call; other numbers are inactive results; ? = inconclusive; nt = no result given; & = joins results of further samples; ! = not active in a repeat; [ ] = dose if it differs, or a comment. Unless noted, the call rests on the fitted dose curve; in most records, active means well fitted curve in the direction sought with a large enough effect; inconclusive means small, poorly fitted or top-dose-only effect, or another doubt; inactive means no such curve, though single readings can be large; an effect the other way counts as inactive or inconclusive. Unless noted, on the % scale 0 is the no-effect control and ±100 the full control effect.

SMILES	AMA1 RON2 block	Giardia FBPA inh	HCV inh	AmpC inh detg	HCMV inh	Sm TGR block
C=CCn1c(O)c(C=Nc2c(C)n(C)n(-c3ccccc3)c2=O)c(=O)[nH]c1=O	1%	2%	18%	3%	34	-10%
O=C(COc1ccc(OCc2ccccc2)cc1)NC1CCOC1=O (configuration not stated)	4%	nt	26%	7%	1	7%
O=S(=O)(c1cccc(C(F)(F)F)c1)N1CCN(c2ccccc2)CC1	-6%	1%	-6%	0%	-4	0%
CCc1ccc(-c2nc(CSCC(=O)N3CCN(c4ccccn4)CC3)c(C)o2)cc1	-16%	-3%	16µM*	-14%	-18	-2%
O=S(=O)(c1ccc(OCC2CO2)cc1)c1ccc(OCC2CO2)cc1 (configuration not stated)	6%	11%	-14%	-8%	-68*	nt
COc1ccc(/C=C/C(=O)NCc2ccccn2)cc1	12%[2.32 µM]	5%	-2%	-9%	78	5%
O=C(c1ccc(COc2ccccc2Br)cc1)N1CCCCC1	0%	1%	?	-11%	-9	1%
CN1C(=O)C(=Cc2ccccc2Oc2ccc(Cl)c(F)c2)C(=O)N(C)C1=O	7%	1%	5%	-9%	22	32µM*
Cc1ccc(OC(=O)c2ccc(S(=O)(=O)N(C)C)cc2)c(-n2nc3ccccc3n2)c1	1%	1%	-11%	?	5	-17%
Cc1[nH]c2ccccc2c1SCC(=O)N1CCOCC1	-26%	-1%	0%	-10%	19	-11%
Cc1ccc(NC(=O)CC2SC(=O)NC2=O)cc1 (configuration not stated)	106%[activator]	-18%	3%	8%	10	-36%
Cc1onc(-c2c(F)cccc2Cl)c1C(=O)OCc1cnc(Cl)s1	14%	-2%	-22%	5%	-27	4%
O=C(O)C1CCCCC1C(=O)NC1CCCCC1 (configuration not stated)	0%	3%	7%	-8%	-14	-1%
COCCSc1ccccc1C(=O)N1CCCC1	20%	8%	24%	-6%	9	-2%
O=C(NCc1ccc2c(c1)OCO2)C(=O)NCC1OCCN1S(=O)(=O)c1ccc(Cl)cc1 (configuration not stated)	-2%	-1%	nt	-10%	-20	-22%
NC(=O)C(CC(=O)O)NC(=O)[C@@H]1CCOc2c(I)cc([N+](=O)[O-])cc2C(=O)N[C@@H](CCC(=O)O)C(=O)N[C@@H](CO)C(=O)N1 (some centres not stated)	-4%	-4%	4%	-4%	nt	-3%
CCOc1ccc(N2C(=O)/C(=C\c3cccs3)C(=O)NC2=S)cc1	43%[activator]	7%	?	3%	38	8.9µM*
CN(C)c1ccc(C(C(=O)NC2CCCC2)N(C(=O)c2csnn2)C2CC2)cc1 (configuration not stated)	-1%	nt	11%	0%	?	0%
COc1ccc(CN2CCN(Cc3ccco3)CC2)cc1	-16%	?	18%	-9%	43	-16%
Cc1ccc(NC(=O)Cn2cccc2)c(Br)c1	3%	16%	-30%	-8%	-1	?
CCN(c1ccccc1)S(=O)(=O)c1nnc(NC(=O)COc2ccccc2F)s1	nt	nt	nt	-5%	-5	-4%
CCC[N+]1(CC#CC(O)(c2ccccc2)C2CCCCC2)CCCCC1 (configuration not stated)	-3%	23%	-29%	-9%	-17	-20%
CCOC(=O)c1c(C=O)c(C)n(Cc2ccc(Cl)cc2)c1C	-9%	4%	8.9µM*	0%	-24	20%
O=[N+]([O-])c1cc(/C=N\Nc2nc(-c3ccccc3)cs2)ccc1O	15%	-13%	-8%	6%	-11	-34%
COCCN1C(=O)c2[nH]nc(-c3ccccc3O)c2C1c1ccc(OC)cc1 (configuration not stated)	103%[activator]	-3%	-4%	0%	-15	0%

Single records, from the list above. Order of values: AMA1 RON2 block, Giardia FBPA inh, HCV inh, AmpC inh detg, HCMV inh, Sm TGR block
Shown for `COCCN1C(=O)c2[nH]nc(-c3ccccc3O)c2C1c1ccc(OC)cc1` (configuration not stated) → 103%[activator], -3%, -4%, 0%, -15, 0%
Shown for `C=CCn1c(O)c(C=Nc2c(C)n(C)n(-c3ccccc3)c2=O)c(=O)[nH]c1=O` → 1%, 2%, 18%, 3%, 34, -10%
Shown for `CCOc1ccc(N2C(=O)/C(=C\c3cccs3)C(=O)NC2=S)cc1` → 43%[activator], 7%, ?, 3%, 38, 8.9µM*

Among those listed so far, 3 contain an aryl methoxy group:
SMILES	AMA1 RON2 block	Giardia FBPA inh	HCV inh	AmpC inh detg	HCMV inh	Sm TGR block
COc1ccc(/C=C/C(=O)NCc2ccccn2)cc1	12%[2.32 µM]	5%	-2%	-9%	78	5%
COc1ccc(CN2CCN(Cc3ccco3)CC2)cc1	-16%	?	18%	-9%	43	-16%
COCCN1C(=O)c2[nH]nc(-c3ccccc3O)c2C1c1ccc(OC)cc1 (configuration not stated)	103%[activator]	-3%	-4%	0%	-15	0%

Remaining list, next part
SMILES	AMA1 RON2 block	Giardia FBPA inh	HCV inh	AmpC inh detg	HCMV inh	Sm TGR block
COc1ccc(OCCC(=O)Nc2ccccc2)cc1	2%	-6%	3%	?	65	12%
COc1cc(/C=N/NC(=O)c2cc(-c3ccccc3C)nc3ccccc23)cc(OC)c1O	58%[activator]	nt	-9%	nt	14	nt
COC(=O)c1cn(Cc2cccc(C)c2)nn1	-7%	0%	34%[activator]	0%	-21	5%
CC(Sc1ccc(S(=O)(=O)N2CCOCC2)cn1)c1ccccc1Cl (configuration not stated)	-2%	nt	2%	nt	-14	nt
O=c1onc(-c2ccccc2Cl)n1-c1ccccc1Cl	-6%	nt	-28%	nt	-36	nt
Cc1ccc(NC(=O)C2CCCNC2=O)nc1 (configuration not stated)	3%	0%	9%	-1%	13	-15%
COc1cccc(C(=O)NOCc2ccc(C)cc2)c1OC	-23%	nt	1%	-7%	-16	-11%
C=CCNCCOc1c(C)cc(C)cc1Cl	3%	-2%	8%	?	-29	-1%
COc1cc(OC)cc(C(=O)NNC(=O)CCNS(=O)(=O)c2ccc(C)c(C)c2)c1	37%[activator]	nt	-2%	?	-4	-2%
Cc1ccc2nc(-c3ccc(NC(=O)CCN4C(=O)c5ccccc5C4=O)cc3)sc2c1	5%	-4%	6%	2%	47	-2%
CCN1CCN(C(c2cccnc2)c2c(NC(=O)c3ccco3)sc(C)c2C)CC1 (configuration not stated)	-7%	nt	?	?	5	20µM*
CSc1sc(C#N)c2c1/C(=N\O)CCC2	11%	-8%	-9%	-4%	46	-2%
Cc1c(=O)n(OCc2ccccc2F)c2ccccc2[n+]1[O-]	-4%	-10%	-13%	-15%	7	-25%
NCCCC[C@@H](C(=O)N1CCNCC1)n1cc([C@@H](N)CC(N)=O)nn1	12%	nt	26%	-3%	-18	-3%
CCCCSc1nnc(-c2ccccc2)c2ccccc12	6%	10%	?	-4%	-33	-3%
Cc1cc(C)n(S(=O)(=O)c2cc(C)c(C)cc2C)n1	?	-8%	?	?	16	3%
Cc1cc(Cl)ccc1NC(=O)CN1C(=O)NC2(CCCc3ccccc32)C1=O (configuration not stated)	-16%	nt	?	-7%	47	-2%
CC12CCC(O)CC1CCC1C2CCC2(C)C(C3=CC(=O)OC3)CCC12O (configuration not stated)	7%	nt	5µM*	nt	-99*	nt
CCc1ccc(NC(=O)C2CCCN(S(=O)(=O)c3cccc4nsnc34)C2)cc1 (configuration not stated)	nt	nt	nt	4%	-11	4%
CCNC(=O)CSc1nc2ccccc2c(=O)n1CCCOC(C)C	1%	0%	7%	?	67	3%
CN1CCSc2ccc(C(=O)Nc3cc(F)ccc3F)cc21	8%	-10%	?	1%	56	2%
Cc1ccc(NS(=O)(=O)c2ccc(C(C)C)cc2)cc1S(=O)(=O)N1CCOCC1	7%	nt	?	nt	0	nt
CCOc1ccccc1CNCCO	13%	-15%	7%	-1%	0	-2%
CCOC(=O)Nc1cccc(C(=O)O)c1	13%	7%	26%	2%	47	-2%
O=C(Nc1ccccc1N1CCOCC1)c1cccnc1Cl	17%	6%	9%	5%	25	1%
More results:
SMILES	AMA1 RON2 block	Giardia FBPA inh	HCV inh	AmpC inh detg	HCMV inh	Sm TGR block
CN(C(=O)CSc1ncccc1C(=O)O)c1ccccc1	-5%	1%	-7%	-6%	46	7%
C=CCc1ccc(OCCCCN2CC(C)OC(C)C2)c(OC)c1 (configuration not stated)	-18%	-7%	-29%	3%	35	-17%
O=C1CN(Cc2nc3cc(Cl)ccc3c(=O)[nH]2)CCN1	48%[activator]	-9%	20%	-1%	-38	-19%
CSc1nc2ccc3nc(NC(=O)C4COc5ccccc5O4)sc3c2s1 (configuration not stated)	-3%	-5%	-26%	?	-78*	9%
CCC1CN(C(=O)NCc2ccc(C)cc2)c2cc(C)ccc2O1 (configuration not stated)	-8%	12%	-23%	-5%&18%	-75*!	-16%&3%
O=C(c1ccc(Cl)cc1)c1c[nH]c(C(=O)C(Cl)(Cl)Cl)c1	4%	12%	?	2%	-7	-29%
C/C(CC(=O)Nc1ccc(N(C)C)cc1)=N\NC(=O)c1ccc(Cl)cc1	35%[activator]	-13%	12%	3%	39	-27%
Cc1ccc(F)cc1NC(=O)CSc1nc(Nc2ccccc2)nc(N2CCOCC2)n1	-7%	nt	-4%	1%	-28	41%[activator]
CC(C)(C)C(=O)NCCc1csc2nc(-c3ccc(F)cc3)nn12	nt	nt	nt	10%	-12	1%
O=C(O)C1CC(=O)N(CCc2c[nH]c3ccccc23)C1 (configuration not stated)	15%	9%	14%	?	-18	1%
Cc1ccc(-c2csc3ncnc(Oc4ccc5c(C)cc(=O)oc5c4)c23)cc1	3%	4%	?	?	?	-2%
O=C1OC(NC(=O)c2ccccc2)C(N2CCOCC2)=C1Cl (configuration not stated)	-9%	nt	14%	0%	6	-1%
COc1ccc(CCNC(=O)CCc2ccc(S(=O)(=O)NC(C)C)cc2)cc1	10%	8%	6%	2%	-30	0%
CCN1CCN(S(=O)(=O)c2ccc(Cl)nc2)CC1	-1%	2%	25%	-2%	41	14%
CCn1ccnc1CNC(=O)c1ccc2oc(C(C)C)nc2c1	4%	nt	15%	-2%	20	-2%
C/C(Cl)=C\Cn1c(NCCc2ccccc2)nc2c1c(=O)n(C)c(=O)n2C	4%	1%	2.5µM*	-10%	-95*	-7%
O=C(OCC(=O)N1CCCC1)c1cncc(Br)c1	0%	-5%	17%	2%	-17	4%
CCOc1ccccc1/C=N/NC(=O)c1cc(C(C)C)[nH]n1	-7%	6%	?	-4%	1	18%
N[C@@H](Cc1ccccc1)c1nnc2sc(SCc3ccccc3)nn12	6%	-1%	-14%	?	-38	?
COc1ccc(C(=O)N2CCCC(Nc3ccc(C(C)C)cc3)C2)c(OC)n1 (configuration not stated)	-30%	nt	-19%	3%	-2	-5%
CCOCCCNC(C(=O)Nc1ccc(OC)c(Cl)c1)c1ccccc1 (configuration not stated)	-1%	3%	-4%	-9%	74	10%
O=C(C1CC(c2ccccc2O)=NO1)N1CCCC1 (configuration not stated)	30%	0%	-2%	-1%	11	-1%
Cc1cc(NC(=O)Cn2cnc3sc(C)c(-c4ccccc4)c3c2=O)no1	12%	4%	-19%&-6%	-3%	-24	-32%
COC(=O)c1sccc1NC(=S)OC	-7%	2%	4%	-6%	-7	1%
CCOC(=O)C1=C(COC(=O)CSc2ccc(C)cc2)NC(=O)NC1C (configuration not stated)	-2%	nt	-10%	-1%	34	4%
